High-throughput results (PubChem BioAssay)
Abeta yeast res – compounds reversing amyloid beta toxicity in yeast | Potency, µM (titrated, usually from 46.1 µM), inactives show top-dose growth rescue, usual class: activators | 410,000 tested, 0.063% active | yeast expressing A-beta42, growth rescue, OD600, 48 h; response scale: 0% DMSO, 100% iron-clioquinol control | AID 1347071; note: potency is the fitted concentration of half-maximal effect; nearly all actives have a fitted effect of over 55% in size
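Growth rescue measured by 600 nm absorbance after 48 h yeast culture at 30 C with compound. Values normalized between DMSO and an equimolar ferric chloride plus clioquinol control.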
GLP1R ag – activates the human GLP-1 receptor; P43220; HEK293 GLP-1R CRE-luciferase, luminescence, 4-6 h; cells express a hypersensitive GLP-1R form; Potency, µM (doses to about 45.6 µM), without a hit: at the top dose activation, usual class: activators; 380,000 tested, 0.007% active; AID 624172; note: potency is the fitted concentration of half-maximal effect; % of control where 0% means no effect
Target sequence (P43220 whole entry, looked up): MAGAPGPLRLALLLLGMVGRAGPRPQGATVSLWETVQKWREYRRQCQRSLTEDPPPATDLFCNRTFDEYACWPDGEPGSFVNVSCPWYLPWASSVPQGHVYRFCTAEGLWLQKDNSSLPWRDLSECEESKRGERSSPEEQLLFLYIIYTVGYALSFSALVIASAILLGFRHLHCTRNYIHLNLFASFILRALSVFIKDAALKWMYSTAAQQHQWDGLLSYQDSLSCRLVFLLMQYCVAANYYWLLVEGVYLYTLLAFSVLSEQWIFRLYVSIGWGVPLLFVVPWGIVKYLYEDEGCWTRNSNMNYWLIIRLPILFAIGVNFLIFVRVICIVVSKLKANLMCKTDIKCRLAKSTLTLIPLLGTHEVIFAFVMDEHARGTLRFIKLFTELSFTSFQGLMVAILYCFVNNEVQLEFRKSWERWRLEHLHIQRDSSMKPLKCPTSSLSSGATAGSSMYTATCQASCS
GLP1R inv ag – GLP-1 receptor (human) inverse agonism. Potency, µM (top dose mostly 38.3 µM), for the others: at the top dose activity change, negative = inhibition, most hits filed as inhibitors. AID 624417. P43220. HEK293 GLP-1R CRE-luciferase, luminescence, 24 h; GLP-1R form is constitutively active. 410,000 tested, 1.6% active; note: potency is the fitted concentration of half-maximal effect; % is set by controls: 0 for no effect and ±100 for the full control effect; nearly all actives have a fitted effect of over 55% in size
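Constitutively active GLP-1R drives a cAMP-responsive luciferase in stably transfected HEK293 cells; test compounds are added after overnight (12 h) attachment and left 24 hr, and signal loss in luminescence marks inhibition.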
FUS yeast rescue – FUS proteinopathy suppression in yeast; S. cerevisiae FUS-expressing, growth rescue, OD600, 24 h; Potency, µM (series often up to 76.6 µM), for the others: top-dose growth rescue (activation), hits mostly activators; 390,000 tested, 0.24% active; AID 1347120;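 note: potency is the fitted concentration of half-maximal effect; plate controls were DMSO vehicle for no effect and reference control for full effect; nearly all actives have a fitted effect of over 55% in size; some results filed as inactive show a strong effect at the top dose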
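Steps: raffinose overnight preculture; dilution to OD 0.005 in 2% galactose minimal medium; compound addition (concentration series); 24hr at 30C, 99% humidity; absorbance read at 600 nm.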
pAkt inh – blocks phosphorylation of Akt; Neuro2A IGF-stimulated pAkt S473 HTRF, 20 min; stronger effect = lower value; activity change, % for hits at 50 µM; 360,000 tested, 0.32% active; AID 651550; in the data active = activity change below about -80%; inconclusive = mostly about -51% to -80%; note: % is set by controls: 0 for no effect and ±100 for the full control effect
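Neuro2A cells (4,500/well, DMEM with 0.5% FBS) were treated with compound at a single 50 µM final concentration, stimulated with 6 nM IGF for 20 min at 37 °C, and lysed. Phospho-Akt Ser473 was read by HTRF as 665/615 ratio ×10^4.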
aSyn yeast inh – inhibitors of alpha-synuclein toxicity in yeast; AID 652106; 370,000 tested, 0.14% active; Potency, µM (doses to about 46.1 µM), without a hit: at the highest dose growth rescue (activation), most hits filed as activators; Yeast expressing alpha-synuclein, growth rescue, BacTiter-Glo, 24 h; note: potency is the fitted concentration of half-maximal effect; % of control where 0% means no effect; nearly all actives have a fitted effect of over 65% in size
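Readout is rescue of growth in alpha-synuclein-expressing yeast, so inhibitors of toxicity appear as activators. Growth after 24 hr at 30 deg C in galactose medium is quantified by luminescence.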
PTHR1 ag – PTHR1 (human) receptor agonism; Potency, µM (titrated, usually from 115 µM), for inactives: at the top dose activation, usual class: activators; HEK293 GP2 PTHR1 cells, GloSensor cAMP luminescence, 1 h; Q03431; AID 743266; 410,000 tested, 0.075% active; note: potency is the fitted concentration of half-maximal effect; nearly all actives have a fitted effect of over 55% in size; some results filed as inactive show a strong effect at the top dose; inactives centre near -15; many of its hits are not listed in these tables
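HEK-293-derived GP2 cells expressing PTHR1 and a GloSensor cAMP reporter, 3,000/well, plated overnight, given luciferin plus IBMX (each 0.5 mM as added) for 1 h at 37 °C, then compound for 1 h at 37 °C. Luminescence was read after 15 min at room temperature.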
D3 antag – D3 dopamine receptor (human) antagonism. D3R cells, DiscoveRx beta-arrestin luminescence, antagonist mode; stronger effect = lower value. AID 652054. P35462. 360,000 tested, 2.5% active. max response, negative = inhibition, %; in the data active = max response below about -50%; inconclusive = no clear call, values can overlap the other calls; note: % is set by controls: 0 for no effect and ±100 for the full control effect; mostly tested at two doses, the higher about 12 µM
Target sequence (P35462 whole entry, looked up): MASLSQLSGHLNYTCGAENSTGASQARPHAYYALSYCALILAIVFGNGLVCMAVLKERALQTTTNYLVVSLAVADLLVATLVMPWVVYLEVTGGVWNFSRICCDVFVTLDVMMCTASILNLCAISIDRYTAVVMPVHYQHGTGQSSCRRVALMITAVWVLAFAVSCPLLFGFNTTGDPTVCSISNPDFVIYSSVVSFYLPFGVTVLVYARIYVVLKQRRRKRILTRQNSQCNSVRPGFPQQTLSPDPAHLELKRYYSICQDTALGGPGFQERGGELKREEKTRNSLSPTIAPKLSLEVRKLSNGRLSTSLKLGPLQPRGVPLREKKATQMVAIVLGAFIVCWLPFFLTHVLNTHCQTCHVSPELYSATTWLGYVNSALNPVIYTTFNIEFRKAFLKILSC
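Cells expressing the human receptor were seeded at 1500 cells/well, incubated overnight at 37 degrees C in 5% CO2, then exposed to library compounds with dopamine controls for 90 minutes at 37 degrees C before luminescent detection.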
TDP43 rescue – TDP-43 toxicity inhibition in yeast; 410,000 tested, 1.8% active; Potency, µM (top dose mostly 46.1 µM), without a hit: at the highest dose growth rescue (activation), most hits filed as activators; TDP-43 expressing yeast growth rescue, BacTiter-Glo, 24 h; note: potency is the fitted concentration of half-maximal effect; % of control where 0% means no effect; nearly all actives have a fitted effect of over 50% in size
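Yeast cells expressing TDP-43 under galactose induction are exposed to compounds for 24 hr at 30 deg C. BacTiter-Glo luminescence measures growth, so protective compounds score as activators.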
Numbers without * were called inactive; i = inactive; ? = inconclusive; / = no result given; [ ] = dose if it differs, or a comment. Unless noted, calls come from the whole dose curve; as a rule, active = well fitted curve in the direction sought with a large enough effect; inconclusive = small, poorly fitted or top-dose-only effect, or another doubt; inactive = no such curve, though single readings can be large; an effect the other way counts as inactive or inconclusive. An excerpt; rates above refer to the full screens.

SMILES	Abeta yeast res	GLP1R ag	GLP1R inv ag	FUS yeast rescue	pAkt inh	aSyn yeast inh	PTHR1 ag	D3 antag	TDP43 rescue
COCCCNC(=O)c1ccc2c(=O)n(Cc3ccc(Cl)cc3)c(=S)[nH]c2c1	-6%	3%	-10%	-20%	i	1%	i	26	21%
Cc1ccc(C)n1-c1ccc(-c2ccn[nH]2)cc1	4%	6%	89%[activator]	17%	i	0%	i	9	30%
COc1ccccc1N1CCN(C(=O)c2c(C)oc3ncn(CC(C)C)c(=O)c23)CC1	3%	/	2%	33%	/	/	-8%	/	0%
O=C(CN1C(=O)NC2(CCCCCC2)C1=O)Nc1ccc2c(c1)CCC2	3%	20%	?	21%	i	0%	i	1	-5%
CCCCn1c(NCc2cc(Br)ccc2O)nc2ccccc21	0%	/	?	10%	/	/	0%	/	13%
O=C(NCCCN1CCOCC1)c1cc2ccccc2oc1=O	3%	-7%	0%	-8%	/	/	i	24	7%
CCN(CCO)CC1CCCC2CCCCC21 (configuration not stated)	-11%	-3%	-14%	-14%	i	-8%	i	?	10%
COc1ccc(NC(=O)c2oc3ccccc3c2NC(=O)c2cccc(F)c2)c(OC)c1	-4%	-1%	6%	-16%	/	/	-5%	/	8%
Cc1cc(C)c(NS(=O)(=O)c2c(C)noc2C)c(C)c1	-1%	-6%	6%	-11%	i	1%	i	7	14%
CC(NC(=O)CN1C(=O)NC2(CCCC2)C1=O)c1ccc2ccccc2c1 (configuration not stated)	-2%	-1%	?	7%	i	0%	i	-19	-5%
O=C1c2ccccc2C(c2nnnn2-c2ccc3c(c2)OCCO3)N1CCOc1ccccc1 (configuration not stated)	4%	12%	11%	?	i	3%	-58%[inhibitor]	-6	17%
O=C(CN1N=C(c2ccc(Cl)cc2)CCC1=O)NCCc1ccc(Cl)cc1	?	/	?	?	/	/	-36%[inhibitor]	/	22µM*
COc1ccc(-n2nc(C(N)=O)nc2-c2ccccc2)cc1	-3%	4%	9%	3%	i	-1%	i	4	9%
O=C(OCC(=O)N1CCOCC1)c1ccc(Cl)nc1	7%	-17%	6%	9%	i	-1%	i	14	-7%
CN(Cc1ccccc1)S(=O)(=O)c1ccc(F)c(C(=O)Nc2ccccc2C(F)(F)F)c1	-2%	/	?	0%	/	/	i	/	17%
C#CCn1c(=NC(=O)c2ccco2)sc2cccc(Cl)c21	-2%	14%	82%[activator]	18%	i	-16%	-4%	14	-13%
COc1ccccc1NC(=O)c1oc2ccccc2c1NC(=O)COc1ccccc1OC	-2%	/	1%	-13%	/	/	i	/	14%
CN(C)CCCNC(=O)COc1ccc(Br)cc1Cl	5%	-1%	-19%	/	i	7%	i	2	6%
O=C(N/C(=C\c1ccccc1)C(=O)N1CCOCC1)c1ccccc1Br	7%	-2%	-9%	-1%	i	0%	i	-17	8%
COCCn1nnnc1CN(CCc1ccccc1)Cc1cc2ccc(C)cc2[nH]c1=O	11%	8%	-12%	28%	i	12%	i	0	-3%
CCCn1nc(NC(=O)C(C)C)c2cc3cc(OC)ccc3nc21	2%	1%	12%	-24%	i	-7%	-89%[inhibitor]	7	-8%
O=C(NNS(=O)(=O)c1ccccc1)C(O)(c1ccccc1)c1ccccc1	24%	-2%	-20%	1%	i	-7%	i	3	8%
C[C@H]1CN([C@@H](C)CO)S(=O)(=O)c2ccc(Br)cc2O[C@H]1CN(C)Cc1ccccc1F	-1%	-5%	?	-18%	i	-5%	-13%	-12	1%
CC(C)CC(N)c1csc(NC(=O)Nc2ccccc2C(C)C)n1 (configuration not stated)	20%	4%	10µM*	-7%	i	0%	i	42	0%
O=C(Cc1ccccc1)Nc1ccccc1CO	9%	3%	8%	33%	i	1%	i	21	-6%
Cc1nn(-c2ccccc2)c(Cl)c1/C=N/NC(=O)c1ccc(CNc2ccccc2)o1	-8%	7%	?	7%	i	-2%	i	-8	-16%
CCc1ccc(NC(=O)Cn2c(=O)n(CCCC(=O)NCCc3ccc(OC)c(OC)c3)c(=O)c3ccccc32)cc1	-2%	0%	6%	29%	/	/	-38%[inhibitor]	/	28%
Clc1ccc(SCc2cc(-c3ccccc3)on2)cc1	0%[9.22 µM]	-18%	12%	-48%	i	3%	i	-5	17%
O=C(c1ccc([N+](=O)[O-])o1)N(Cc1nnc(-c2ccccc2Cl)o1)C1CC1	-5%	9%	34%[activator]	2%	i	7%	-60%[inhibitor]	25	13%
Cc1ccc(CS(=O)(=O)CCC(=O)NCc2cccs2)cc1	-8%	0%	5%	22%	/	-13%	?	-11	-4%
CC(=O)c1ccc(N2CCN(C3CCC(C(C)(C)C)CC3)CC2)cc1 (configuration not stated)	8%	-4%	3%	18%	i	6%	-18%	-17	-9%
COc1ccc(S(=O)(=O)C(C#N)c2nc3ccccc3nc2N2CCCCC2)cc1 (configuration not stated)	-2%	1%	2%	12%	i	-3%	-18%[57.5 µM]	6	-5%
N=c1oc2ccccc2cc1-c1nc(-c2ccc(Cl)cc2)cs1	-1%	-2%	9%	23%	i	0%	-19%	20	5%
COc1cccc(C(=O)Nc2cccc(-c3ccc(N4CCOCC4)nn3)c2)c1	3%	8%	11%	-5%	i	-2%	-19%	0	10%
COc1ccccc1C(=O)C1CCCN(Cc2cccc(OCCO)c2)C1 (configuration not stated)	6%	-1%	-21%	-6%	i	-1%	i	-21	17%
CCCCN1C(=O)C(CC(=O)NCCc2ccccn2)CC(C(=O)N(C)C)=C1C (configuration not stated)	0%	-5%	22%	-17%	i	-4%	-18%	25	0%
Cc1ccn2c(Cc3ccccc3)c(-c3ccc(Br)cc3)nc2c1	-18%	-3%	?	-4%	i	-21%	-53%[inhibitor]	?	22%
CCCc1cc(C(=O)Nc2cccnc2)no1	-8%	-1%	10%	-19%	i	-4%	-44%[inhibitor]	-29	-9%
N#Cc1ccc(-c2csc(-c3ccno3)n2)cc1	15%	9%	32%[activator]	25%	i	0%	-11%	6	?
NS(=O)(=O)c1ccc(NC(=O)COC(=O)c2cn(-c3ccccc3)nc2-c2ccc(F)cc2)cc1	4%	-1%	?	/	i	-3%	i	6	8%

Three structures already listed, arranged by length of the SMILES, lowest first.
SMILES	Abeta yeast res	GLP1R ag	GLP1R inv ag	FUS yeast rescue	pAkt inh	aSyn yeast inh	PTHR1 ag	D3 antag	TDP43 rescue
Clc1ccc(SCc2cc(-c3ccccc3)on2)cc1	0%[9.22 µM]	-18%	12%	-48%	i	3%	i	-5	17%
N=c1oc2ccccc2cc1-c1nc(-c2ccc(Cl)cc2)cs1	-1%	-2%	9%	23%	i	0%	-19%	20	5%
CCc1ccc(NC(=O)Cn2c(=O)n(CCCC(=O)NCCc3ccc(OC)c(OC)c3)c(=O)c3ccccc32)cc1	-2%	0%	6%	29%	/	/	-38%[inhibitor]	/	28%

(next part)
SMILES	Abeta yeast res	GLP1R ag	GLP1R inv ag	FUS yeast rescue	pAkt inh	aSyn yeast inh	PTHR1 ag	D3 antag	TDP43 rescue
COc1cc(C#Cc2c(-c3ccccc3OC)oc3ccccc23)cc(OC)c1	-11%	1%	11%	3%	i	11%	-12%	0	14%
O=C(COc1cccnc1[N+](=O)[O-])NCCc1ccc(Cl)cc1Cl	18%	25%	-29%	-13%	i	5%	i	4	?
O=C(CN(C(=O)Cn1nnc(-c2ccccc2F)n1)c1cnc2ccccc2c1)NCC1CCCO1 (configuration not stated)	5%	1%	4%	5%	i	-2%	-2%	-15	-5%
Cc1ccc(S(=O)(=O)N2C[C@H]3N(C(=O)OC(C)C)N(C(=O)OC(C)C)C[C@H](OC(=O)NCc4ccccc4F)[C@@]3(O)C2)cc1	3%	6%	?	?	i	-1%	-30%	-4	20%
CCOc1ccc(NC(=O)C2CCCN(S(=O)(=O)c3cnc[nH]3)C2)cc1 (configuration not stated)	-1%	0%	?	-21%	i	0%	-9%	18	8%
Cc1ccc(S(=O)(=O)c2nc(-c3ccco3)oc2SCC(N)=O)cc1	9%	22%	74%[activator]	34%	i	2%	-7%	2	-10%
O=C(NC(Cc1ccccc1)C(=O)O)/C(=C\c1cccc([N+](=O)[O-])c1)NC(=O)c1ccco1 (configuration not stated)	-3%	3%	13%	0%	i	0%	-16%	-6	-6%
O=[N+]([O-])c1ccc(N2CCN(c3ccc(O)cc3)CC2)cn1	-14%	13%	?	9%	i	2%	-23%	7	16%
CSc1nc(NCc2ccccc2)c2c3c(sc2n1)CN(C)CC3	-15%	5%	1%	31%	i	0%	i	-76*	-5%
CN(C1CCCCC1)S(=O)(=O)c1ccc2c(c1)c(=O)c(C(=O)N1CCc3ccccc3C1)cn2C	8%	-6%	2%	-14%	i	7%	i	0	-17%
COc1ccccc1Oc1ncnc2c1cnn2-c1ccccc1	-58%[inhibitor]	7%	-19%	14%	i	-38%[inhibitor]	-22%	-1	9%
CCOCCCN1C(=O)CN(C2CCCCCC2)C(=O)C1c1ccc(OCC)c(OC)c1 (configuration not stated)	-9%	/	28%	?	/	/	?	/	4%
Cc1cc(C)cc(-n2c(C)cc(C=C(C#N)C#N)c2C)c1	5%	-3%	-2%	1%	i	-1%	i	-10	1%
COc1ccc(-c2nc(CS(=O)CC(=O)NC3CCCC3)c(C)o2)cc1OC (configuration not stated)	/	18%	1%	14%	i	2%	i	2	15%
CCCCc1nc2sc3c(=O)[nH]c(=S)[nH]c3c2c2c1CCC2	-1%	-1%	16%	-9%	i	7%	i	-2	8%
CN(C(=O)c1ccc(NC(=O)Cc2ccc(NC(=O)C3CCCN(C(=O)c4ccccc4)C3)cc2)cc1)C1CC1 (configuration not stated)	2%	1%	-2%	13%	i	-1%	i	44	0%
CCCN(CC(=O)Nc1ccccc1OC)C(=O)C1CCCC1	4%	1%	-23%	3%	i	-2%	0%	23	-4%
